pAkt inh – HTS Assay for Inhibitors of Akt Phophorylation: Primary Screen; Neuro2A IGF-stimulated pAkt S473 HTRF, 20 min; stronger effect = lower value; activity change, % for hits at 50 µM; 0.32% of 360,000 active; in the data active means activity change below about -80%; inconclusive means mostly about -51% to -80%; further: on the % scale 0 is the no-effect control and ±100 the full control effect
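Single-point screen (50 µM final compound) in Neuro2A cells stimulated 20 min with 6 nM IGF at 37 deg C. After lysis, Ser473-phosphorylated Akt read by HTRF (ex 330 nm, em 615/665 nm) as the 665/615 ratio.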
EPAC2 ag – qHTS for Agonist of cAMP-regulated guanine nucleotide exchange factor 4 (EPAC2): primary screen; Rap guanine nucleotide exchange factor 4 (Homo sapiens), Q8WZA2; EPAC2 activation, biochemical qHTS; response scale: 100% = 6.5 mM cAMP response; Potency, µM (doses to about 154 µM), for inactives: top-dose activation, most hits filed as activators; 0.079% of 360,000 active; further: potency means the concentration at half of the fitted maximal effect; nearly all actives have a fitted effect of over 50% in size
Target sequence (Q8WZA2 whole entry, looked up): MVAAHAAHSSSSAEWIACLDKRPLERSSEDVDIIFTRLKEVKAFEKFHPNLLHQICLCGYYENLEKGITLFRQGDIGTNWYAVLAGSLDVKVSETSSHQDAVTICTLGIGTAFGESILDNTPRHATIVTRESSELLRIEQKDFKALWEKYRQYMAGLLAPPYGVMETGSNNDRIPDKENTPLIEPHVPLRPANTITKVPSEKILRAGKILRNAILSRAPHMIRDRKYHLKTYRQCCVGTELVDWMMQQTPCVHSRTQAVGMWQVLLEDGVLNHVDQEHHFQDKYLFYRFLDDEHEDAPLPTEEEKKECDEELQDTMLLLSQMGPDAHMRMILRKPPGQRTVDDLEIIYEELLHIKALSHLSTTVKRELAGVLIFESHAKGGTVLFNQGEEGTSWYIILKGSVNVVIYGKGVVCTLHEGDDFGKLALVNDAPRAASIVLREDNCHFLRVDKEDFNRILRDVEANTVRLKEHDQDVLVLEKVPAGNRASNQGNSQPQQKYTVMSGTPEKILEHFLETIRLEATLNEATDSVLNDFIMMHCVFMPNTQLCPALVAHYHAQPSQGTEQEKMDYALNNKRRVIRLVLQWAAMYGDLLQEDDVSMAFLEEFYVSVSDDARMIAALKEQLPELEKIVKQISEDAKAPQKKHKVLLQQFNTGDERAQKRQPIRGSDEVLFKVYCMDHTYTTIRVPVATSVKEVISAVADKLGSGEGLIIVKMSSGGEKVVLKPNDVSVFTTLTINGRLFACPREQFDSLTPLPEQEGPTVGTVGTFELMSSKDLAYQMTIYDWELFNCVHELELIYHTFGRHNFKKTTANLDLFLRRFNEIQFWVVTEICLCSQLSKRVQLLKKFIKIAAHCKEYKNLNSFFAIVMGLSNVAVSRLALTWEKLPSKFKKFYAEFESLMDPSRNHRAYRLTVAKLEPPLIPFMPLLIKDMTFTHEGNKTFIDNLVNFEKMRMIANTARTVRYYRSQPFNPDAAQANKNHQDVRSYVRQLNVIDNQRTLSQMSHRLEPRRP
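Fluorescence exchange assay: 100 nM EPAC2 with 250 nM RAP1B-BODIPY-GDP and 50 uM GDP; compounds tested as a concentration-titration series (qHTS). Loss of Rap1-bound BODIPY-GDP fluorescence read at 480/540 nm; data normalized to 6.5 mM cAMP.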
MmCpn inh – Inhibitors of TCP-1 ring complex (TRiC) of Methanococcus maripaludis (MmCpn): qHTS | Potency, µM (top dose mostly 76.9 µM), for the others: at the top dose activity, negative = inhibition, usual class: inhibitors | 0.031% of 330,000 active | purified Mm-Cpn ATPase, ADP Transcreener TR-FRET | Chaperonin Mm-Cpn (Methanococcus maripaludis); further: potency means the concentration at half of the fitted maximal effect; on the % scale 0 is the no-effect control and ±100 the full control effect; nearly all actives have a fitted effect of over 80% in size
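Reaction buffer contained 30 mM Tris pH 7.4, 100 mM KCl, 5 mM MgCl2 and 1 mM DTT. Mm-CPN (25 nM final) hydrolysed 10 uM ATP over 30 min at 37°C; ADP was read by HTRF.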
CCT modulator – High-Throughput Screening for Modulators of Cytosolic Chaperonin Activity. AID 651819, 2012. 0.3% of 360,000 active. purified chaperonin ATPase assay, HTRF ADP detection, 30 min. activity change, % (no concentration beside the values), hits read low; in the data active means activity change below about -30%; further: on the % scale 0 is the no-effect control and ±100 the full control effect
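We incubate TRiC, 40 or 20 nM final, with library compounds at 76 uM and 10 uM ATP for 30 min at 37 °C. ADP formed is detected with Transcreener HTRF reagents after 30 min at room temperature.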
A549 viability – Nrf2 qHTS screen for inhibitors: counterscreen for cytotoxicity | A549 ARE-Fluc cells, CellTiter-Fluor viability, 18-24 h | Potency, µM (series often up to 46 µM), without a hit: top-dose activity change, negative = cytotoxicity, actives largely listed as inhibitors | 0.16% of 390,000 active | AID 504648, 2011; further: potency means the concentration at half of the fitted maximal effect; on the % scale 0 is the no-effect control and ±100 the full control effect
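A549 ARE_Fluc cells in 5% FBS OPTI-MEM were exposed to compounds in concentration-response for 18-24 h at 37 deg C. Viability was read by CellTiter-Fluor fluorescence (Ex 405/Em 525) after 30 min, before the luciferase read.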
EPAC2 antagonist – qHTS for Antagonist of cAMP-regulated guanine nucleotide exchange factor 2 (EPAC2): primary screen; Potency, µM (doses to about 114 µM), for inactives: at the highest dose activity, negative = inhibition, actives largely listed as inhibitors; Rap guanine nucleotide exchange factor 4 (Homo sapiens), Q8WZA2; AID 720708, 2013; EPAC2 GEF exchange of Rap1B-BODIPY-GDP, fluorescence; 0.18% of 360,000 active; further: potency means the concentration at half of the fitted maximal effect; on the % scale 0 is the no-effect control and ±100 the full control effect; nearly all actives have a fitted effect of over 45% in size; many of its hits are not listed in these tables
Nrf2 ARE act – qHTS of Nrf2 Activators. AREc32 ARE-luciferase reporter (MCF7-derived line), luminescence, 24 h. Potency, µM (series often up to 46.1 µM), for inactives: at the top dose activation, actives largely listed as activators. 0.31% of 410,000 active. AID 624171, 2012; further: potency means the concentration at half of the fitted maximal effect; % of control where 0% means no effect; nearly all actives have a fitted effect of over 65% in size
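ARE-driven firefly luciferase activity in AREc32 cells measured after a 24 hr compound exposure at 37 deg C, using Steady-Glo reagent and a 30 min room-temperature hold.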
TGFb inhibitor – qHTS for Inhibitors of TGF-b | HepG2 CAGA-GFP TGF-b/SMAD3 reporter, GFP fluorescence, 18 h; TGF-beta stimulated, 500 pg/mL final | Potency, µM (titrated, usually from 46.1 µM), for the others: at the top dose activity, negative = inhibition, most hits filed as inhibitors | 1.2% of 410,000 active | AID 588855, 2011; further: potency means the concentration at half of the fitted maximal effect; on the % scale 0 is the no-effect control and ±100 the full control effect; nearly all actives have a fitted effect of over 65% in size
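HEPG2 CAGA-GFP, 1000 cells/well; 2 h settle, 37 C; cpd via pin tool; TGF-b 500 pg/mL final; 18 h, 37 C; GFP imaging ex488/em500-530; %Activity normalised to -TGF-b and +DMSO controls; CRC fit, curve class.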
Nrf2 inh – Nrf2 qHTS screen for inhibitors; A549 ARE-Fluc reporter, luciferase luminescence, 18-24 h; 2.1% of 360,000 active; AID 504444, 2011; Potency, µM (series often up to 46 µM), for the others: at the top dose activity change, negative = inhibition, most hits filed as inhibitors; further: potency means the concentration at half of the fitted maximal effect; on the % scale 0 is the no-effect control and ±100 the full control effect; nearly all actives have a fitted effect of over 60% in size
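A549 ARE_Fluc cells (5000/well, 5% FBS OPTI-MEM) pre-incubated 2 h, then treated with compounds 18-24 h at 37C/5% CO2 in concentration-response. CellTiter-Fluor viability read first; BugLite luciferase luminescence after 15 min at room temperature gives Nrf2 activity.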
* = called active by the depositor; i = inactive; ? = inconclusive; · = not tested or not shown; & = joins results of further samples. Unless noted, the call rests on the fitted dose curve; in most records, active means well fitted curve in the direction sought with a large enough effect; inconclusive means small, poorly fitted or top-dose-only effect, or another doubt; inactive means no such curve, though single readings can be large; an effect the other way counts as inactive or inconclusive.

[1] CN(C(=O)c1cc2nc(-c3ccco3)cc(C(F)(F)F)n2n1)c1ccc(OC(F)(F)Cl)cc1
[2] CC(C)(C)OC(=O)NCCc1nnc(SCc2ccccc2Cl)o1
[3] COc1cccc(NC(=O)c2c(C)oc3nc(C)nc(N4CCCC4)c23)c1
[4] COC(=O)CN1C(=O)C(O)(CC(=O)c2ccc(F)cc2)c2ccccc21 (stereo not drawn)
[5] CN(Cc1ccc(C(F)(F)F)cc1)C(=O)[C@H]1O[C@@H](n2ccc(=O)[nH]c2=O)[C@H](O)[C@@H]1O
[6] O=C(O)c1ccc(CNCc2ccc(Cl)cc2Cl)cc1
entry no.	1	2	3	4	5	6
pAkt inh	·	i	·	·	i	i
EPAC2 antagonist	·	-5%	·	·	10%	7%
CCT modulator	·	-0.2	·	·	-0.1	-2.7
Nrf2 inh	?	26µM*	-6%	11%	·	·
Nrf2 ARE act	5.6%	2.4%	0.8%	0.2%	-0.8%	-0.9%
MmCpn inh	·	1%	·	·	·	-2%
EPAC2 ag	·	11%	·	·	4%	-7%
TGFb inhibitor	8%	-25%	-2%	-1%	10%	13%
A549 viability	1%	·	-6%	-3%	·	-3%

[7] CCCCNC(=O)c1ccc(Cn2c(=S)[nH]c3c([nH]c4ccc(OC)cc43)c2=O)cc1
[8] Cc1cc(O)c2c(c1)C(=O)[C@@]13Oc4c5c(c(O)c6c(O)cc(C)cc46)C(=O)C[C@H](O)[C@H]5[C@@H]1[C@@H](O)CC(=O)C3=C2O
[9] Nc1nc(SCc2cccc(Br)c2)n[nH]1
[10] Cc1ccc(NC(=O)Cn2c(=O)n(CCCC(=O)NCc3ccco3)c(=O)c3ccccc32)cc1
[11] CCN(CC)S(=O)(=O)c1ccc(N2CCOCC2)c(NC(=O)C2=COCCO2)c1
[12] Cn1c(SCC(=O)N2CCCc3ccccc32)nc2cccnc21
entry no.	7	8	9	10	11	12
pAkt inh	i	i	i	i	i	i
EPAC2 antagonist	0%	0%	3%	4%	2%	0%
CCT modulator	-0.8	-2.4	-0.2	3.3	-1.3	-0.9
Nrf2 inh	?	4%	-60%	·	-7%	-21%
Nrf2 ARE act	5.6%	0.5%	0.2%	0.1%	-0.4%	-0.5%
MmCpn inh	-4%	·	1%	-2%	-6%	-1%
EPAC2 ag	-8%	11%	3%	-14%	-3%	3%
TGFb inhibitor	?	-21%	-6%	-5%	3%	-1%
A549 viability	?	-9%	-4%	5%	0%	-14%

[13] CCN1CCN(Cc2ccc(NC(=O)c3cc(NC(=O)c4cc(-c5ccc(OC)cc5)n[nH]4)cc(OC)c3)cc2C(F)(F)F)CC1
[14] CCc1c(N=O)c(-c2ccccc2)n(O)[n+]1[O-]
[15] ON=C(CCc1ccccc1)c1ccccc1
[16] CCCC1C2C(=O)N(c3ccc(OC)cc3)C(=O)C2ON1c1ccccc1 (stereo not drawn)
[17] CCCOc1ccc(NC(=O)CC2C(=O)N(c3ccc(C)cc3)C(=O)N2Cc2cccc(OC)c2)cc1 (stereo not drawn)
[18] CN(C)/C=C/C(=O)c1ccccc1OCc1cnc(Cl)s1
entry no.	13	14	15	16	17	18
pAkt inh	i	i	i	i	·	i
EPAC2 antagonist	-7%	-5%	-11%	-5%	·	-12%
CCT modulator	3.1	2.1	-0.8	-3.7	·	-5.3
Nrf2 inh	1%	·	?	14%	-13%	-5%
Nrf2 ARE act	-2.5%	-0.7%	8.5%	-0.3%	0.6%	3.0%
MmCpn inh	-1%	·	·	0%	·	-14%
EPAC2 ag	14%	13%	9%	4%	·	-2%
TGFb inhibitor	?	-9%	-6%	5%	-10%	1%
A549 viability	-1%	·	3%	2%	2%	-5%

[19] COc1ccc(NC(=O)Cn2c(=O)oc3cc(S(=O)(=O)N4CCCC4)ccc32)cc1
[20] COc1ccc(C)cc1NC(=O)CCC(=O)Nc1nnc(C(F)(F)F)s1
[21] CNS(=O)(=O)c1cccc(C(=O)NNC(=O)c2ccc(COc3ccccc3)cc2)c1
[22] COc1cccc(-c2ccc3c(N)c(C(=O)c4ccc(Cl)cc4)sc3n2)c1
[23] CC1(C(=O)NS(=O)(=O)c2ccc3c(c2)CCO3)CCN1C(=O)Cc1ccc(-c2ccccc2)cc1 (stereo not drawn)
[24] Cn1c(SC(C(=O)Nc2ccc(F)cc2)c2ccccc2)nc2ccccc21 (stereo not drawn)
entry no.	19	20	21	22	23	24
pAkt inh	i	i	i	·	·	i
EPAC2 antagonist	12%	0%	-13%	·	-9%	-6%
CCT modulator	-0.1	0.7	-0.1	·	-2.6	0.6
Nrf2 inh	-8%	·	-27%	-25%	·	-38%
Nrf2 ARE act	-0.4%	-0.3%	-0.8%	0.3%	-0.5%	5.9%
MmCpn inh	-1%	0%	-1%	·	·	1%
EPAC2 ag	-1%	-1%	-2%	·	4%	9%
TGFb inhibitor	5%	14%	8%	-11%	11%	-5%
A549 viability	3%	4%	1%	-1%	·	-7%

[25] COC(=O)/C=C/C(=O)Nc1ccc(O)c(Cl)c1
[26] CC(=O)c1cccc(CN2CCCC(C(=O)c3ccc4c(c3)OCO4)C2)c1 (stereo not drawn)
[27] COc1ccc(CN2C(=O)C(CC(C)C)Nc3ncnc(N4CCN(c5ccccc5)CC4)c32)cc1 (stereo not drawn)
[28] CC(C)Sc1cc(N2CCCC2)nc(-c2ccccc2)n1
[29] CC(C)(C)c1ccc(C(=O)NNc2cc(N3CCCCC3)nc(N3CCCCC3)n2)cc1
[30] CCCNC(=O)C1(C)CCCN(Cc2cccn2C)C1 (stereo not drawn)
entry no.	25	26	27	28	29	30
pAkt inh	i	i	i	i	i	i
EPAC2 antagonist	3%	1%	?	-1%	-10%	4%
CCT modulator	2.5	-2.9	-1.2&1.2	-4.2	-1.3	1.9
Nrf2 inh	-8%	-3%	-15%	1%	-30%	·
Nrf2 ARE act	?	1.6%	3.3%&4.1%	-0.2%	0.4%	-1.0%
MmCpn inh	3%	0%	-1%	-1%	-1%	·
EPAC2 ag	-3%	7%	14%&3%	5%	-5%	5%
TGFb inhibitor	?	-19%	?	?	-2%	18%
A549 viability	-2%	-4%	8%	-3%	-8%	·

2 successive records from above:
[29] CC(C)(C)c1ccc(C(=O)NNc2cc(N3CCCCC3)nc(N3CCCCC3)n2)cc1
[30] CCCNC(=O)C1(C)CCCN(Cc2cccn2C)C1 (stereo not drawn)
entry no.	29	30
pAkt inh	i	i
EPAC2 antagonist	-10%	4%
CCT modulator	-1.3	1.9
Nrf2 inh	-30%	·
Nrf2 ARE act	0.4%	-1.0%
MmCpn inh	-1%	·
EPAC2 ag	-5%	5%
TGFb inhibitor	-2%	18%
A549 viability	-8%	·

Back to the main list with the two entries that preceded the break.
[29] CC(C)(C)c1ccc(C(=O)NNc2cc(N3CCCCC3)nc(N3CCCCC3)n2)cc1
[30] CCCNC(=O)C1(C)CCCN(Cc2cccn2C)C1 (stereo not drawn)
[31] CCc1ccc(-n2nc(C)c3c(C)cc(=O)n(CC(=O)Nc4cc(C)ccc4C)c32)cc1
[32] COc1cc(C=O)ccc1OS(=O)(=O)c1ccccc1[N+](=O)[O-]
[33] c1ccc(CCNc2nc(-c3ccncc3)cs2)cc1
[34] CCN(CC)S(=O)(=O)c1cc(C(=O)NCCN2CCOCC2)ccc1Cl
[35] Cc1ccccc1OCC(=O)Nc1c2c(nn1C(C)(C)C)CS(=O)(=O)C2
[36] Cc1ccccc1N1C(=O)C(Oc2ccc(Cl)cc2)C1CNCC1CCCO1 (stereo not drawn)
entry no.	29	30	31	32	33	34	35	36
pAkt inh	i	i	·	i	i	i	i	i
EPAC2 antagonist	-10%	4%	·	-10%	-4%	1%	-2%	-2%
CCT modulator	-1.3	1.9	·	-42*	1.3	-4.0	-2.5	-2.3
Nrf2 inh	-30%	·	7%	8%	-21%	-12%	7%	?
Nrf2 ARE act	0.4%	-1.0%	0.3%	?	3.7%	-0.4%	0.0%	-0.1%
MmCpn inh	-1%	·	·	-1%	2%	-2%	-3%	0%
EPAC2 ag	-5%	5%	·	-5%	1%	2%	12%	13%
TGFb inhibitor	-2%	18%	4%	?	0%	-1%	-6%	-6%
A549 viability	-8%	·	-1%	0%	0%	1%	10%	-16%

[37] COc1ccc(-c2nc(S(=O)(=O)c3ccc(Cl)cc3)c(NCc3ccccc3)o2)cc1
[38] CCc1cccc2c(C(=S)N3CCOCC3)c[nH]c12
[39] Cc1ccc(NS(=O)(=O)c2ccc(NC(=O)CN(c3cc([N+](=O)[O-])ccc3C)S(C)(=O)=O)cc2)c(C)c1
[40] CCN(C[C@H]1N[C@@](CC)(C(=O)OC)[C@H]2C(=O)N(Cc3ccccc3)C(=O)[C@@H]12)C(=O)Nc1ccc(Cl)cc1
[41] CCCCC[C@@H]1C=C(C(=O)O)[C@H](c2ccc3c(c2)OCO3)N1S(=O)(=O)c1ccc(C)cc1
entry no.	37	38	39	40	41
pAkt inh	·	i	i	i	i
EPAC2 antagonist	·	7%	1%	0%	5%
CCT modulator	·	-5.2	1.9	0.1	0.9
Nrf2 inh	0%	-6%	9.2µM*	20%	-29%
Nrf2 ARE act	1.0%	-0.5%	2.1%	0.7%	1.0%
MmCpn inh	·	-2%	3%	-1%	-1%
EPAC2 ag	·	8%	9%	-7%	2%
TGFb inhibitor	-1%	-2%	?	-41%	1%
A549 viability	8%	2%	?	-1%	-1%

High-throughput results from PubChem.

The list is partial; the hit share may differ from the screen's.
